a7 integrin act = qHTS for Activators of Integrin-Mediated Alleviation for Muscular Dystrophy. alpha7betagal myoblasts, beta-gal FDG fluorescence, 48 h. Potency, µM (doses to about 38.3 µM), for the others: at the highest dose activation, hits mostly activators. actives 0.064% (n = 350,000). AID 624291, 2012;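 also: potency is read from the fitted curve at half-maximal effect; 100% = response of the positive control SU9516; nearly all actives have a fitted effect of over 60% in size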
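Alpha7betagal+/- myoblasts (passage 13) were plated 16-24 hr, then exposed to compounds (1:260 dilution of DMSO stock) for 48 hours at 37C. After MPER lysis, β-galactosidase reporter activity was read as FDG fluorescence (ex 480/em 540) after 30 minutes.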
PKM2 activator = qHTS Assay for Activators of Human Muscle isoform 2 Pyruvate Kinase; Pyruvate kinase PKM (Homo sapiens), P14618; purified PKM2, Kinase-Glo ATP luminescence, activation; response scale: 0% is enzyme alone, no compound; Potency, µM (top dose mostly 57.5 µM), inactives show at the highest dose activation, most hits filed as activators; actives 0.34% (n = 260,000); AID 1631, 2009; also: potency is read from the fitted curve at half-maximal effect; % is scaled to controls: 0 for no effect and ±100 for the full control effect; nearly all actives have a fitted effect of over 55% in size
Target sequence (P14618 whole entry, looked up, canonical isoform): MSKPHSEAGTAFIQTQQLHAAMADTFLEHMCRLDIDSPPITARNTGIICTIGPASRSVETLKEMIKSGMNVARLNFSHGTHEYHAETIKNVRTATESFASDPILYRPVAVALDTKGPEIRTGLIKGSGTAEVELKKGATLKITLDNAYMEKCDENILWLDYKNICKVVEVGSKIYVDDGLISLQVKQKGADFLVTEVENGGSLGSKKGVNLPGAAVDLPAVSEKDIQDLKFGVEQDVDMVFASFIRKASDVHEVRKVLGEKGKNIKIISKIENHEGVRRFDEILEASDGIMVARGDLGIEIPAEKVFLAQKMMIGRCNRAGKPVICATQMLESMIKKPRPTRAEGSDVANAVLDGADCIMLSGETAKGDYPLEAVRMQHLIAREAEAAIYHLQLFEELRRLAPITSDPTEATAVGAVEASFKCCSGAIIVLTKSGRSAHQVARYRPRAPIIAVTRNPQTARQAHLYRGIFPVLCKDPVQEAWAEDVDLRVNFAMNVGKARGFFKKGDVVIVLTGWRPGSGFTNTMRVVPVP
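Purified hPK-M2 (>95% pure) converted ADP (0.1 mM final) to ATP with 0.5 mM PEP in 50 mM imidazole pH7.2, KCl, MgCl2, Tween 20, BSA; 1 h at room temperature. ATP detected by Kinase-Glo luminescence.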
Menin MLL FP TR = qHTS Assay for Inhibitors Targeting the Menin-MLL Interaction in MLL Related Leukemias: Competition With Texas Red Labeled MLL-derived Mutant Peptide; Menin + Texas Red MLL mutant peptide, fluorescence polarization; Potency, µM (series often up to 61.6 µM), for the others: at the highest dose FP activity change, negative = inhibition, hits mostly inhibitors; actives 0.23% (n = 270,000); AID 1768, 2009; active = well fitted inhibition curve with a large enough effect in the polarisation, with a control signal flat, not every such curve was filed as active; inconclusive = small, poorly fitted or top-dose-only effect, or effect the other way, or a change in a side signal; inactive = no such curve, though single readings can be large or run the other way; the % refers to the polarisation; also: potency is read from the fitted curve at half-maximal effect; % of control where 0% means no effect; many of its hits are not listed in these tables
BCR signal inh = qHTS Assay to Find Inhibitors of Chronic Active B-Cell Receptor Signaling; actives 0.05% (n = 340,000); Potency, µM (top dose mostly 46.1 µM), for inactives: at the highest dose ratio change, negative = lower green/red ratio, usual class: inhibitors; ABC-DLBCL IkBa-CBG/CBR reporter, luminescence ratio, 4 h; active = well fitted inhibition curve with a large enough effect in the signal ratio, with a control signal flat, not every such curve was filed as active; inconclusive = small, poorly fitted or top-dose-only effect, or effect the other way, or a change in a side signal; the % refers to the signal ratio;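 also: potency is read from the fitted curve at half-maximal effect; plate controls were basal doxycycline-induced cells for no effect and cells given 10 µM MG132 for full effect; MG132 reads +100%, hits lower the ratio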
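TMD8 ABC-DLBCL cells carrying doxycycline-inducible green luciferase fused to IkappaBalpha plus unfused red luciferase were exposed to compounds (up to 46 uM) for 4 hrs at 37C. Activity came from the overlap-corrected green/red luminescence ratio.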
ASM inhibitor = Inhibitors of Secretory Acid Sphingomyelinase (S-ASM): qHTS; Sphingomyelin phosphodiesterase (Homo sapiens), P17405; placental ASM, HMU-PC fluorogenic substrate, 60 min; Potency, µM (series often up to 57.5 µM), for the others: at the highest dose activity change, negative = inhibition, usual class: inhibitors; AID 504937, 2011; actives 0.006% (n = 340,000); also: potency is read from the fitted curve at half-maximal effect
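Human placenta-derived ASM enzyme was preincubated with compound for 10 minutes at room temperature, then given fluorogenic substrate HMU-PC0 (9 uM final) for 60 minutes at 37 °C; a pH 10 stop preceded fluorescence reading at Ex 386/Em 447 nm.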
Giardia kill = Small Molecules that selectively kill Giardia lamblia: qHTS; AID 540267, 2011; Giardia lamblia trophozoite viability; activity change, % at 7.66 µM, hits read low; actives 0.15% (n = 340,000); in the data active = activity change below about -80%; inconclusive = between about -30% and that limit;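 also: parasites exposed to compound for two days anaerobically before the ATP read; % is scaled to controls: 0 for no effect and ±100 for the full control effect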
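Trophozoite viability was measured as ATP-dependent luminescence, read 15-30 min after reagent addition. Before that, parasites at 100 cells/well were exposed to compounds for 48 h, anaerobically, at 37 deg C.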
GALK inhibitor = qHTS Assay for Inhibitors of Human Galactokinase (GALK) | P51570 | Purified GALK, Kinase-Glo residual ATP luminescence | Potency, µM (titrated, usually from 57.5 µM), inactives show at the top dose activity change, negative = inhibition, actives largely listed as inhibitors | actives 0.007% (n = 270,000); also: potency is read from the fitted curve at half-maximal effect; % is scaled to controls: 0 for no effect and ±100 for the full control effect
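Galactose (100 uM) and ATP (35 uM) were turned over by 5 nM GALK for 1 h at RT. Kinase-Glo Plus then converted the remaining ATP into a luminescent signal.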
Tb PFK block = qHTS Assay to Find Inhibitors of T. brucei phosphofructokinase; ATP-dependent 6-phosphofructokinase (Trypanosoma brucei brucei), O15648; T. brucei PFK, ADP-Glo luminescence; Potency, µM (titrated, usually from 57.5 µM), for the others: at the top dose activity, negative = inhibition, hits mostly inhibitors; actives 0.17% (n = 330,000);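 also: potency is read from the fitted curve at half-maximal effect; 0% = uninhibited 1x PFK enzyme wells and -100% = no-enzyme wells; nearly all actives have a fitted effect of over 60% in size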
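In TEA buffer at pH 8.0 with 5 mM MgCl2, enzyme (1.25 nM) converted F6P (0.5 mM) and ATP (0.1 mM) for 45 min at room temperature. ADP product was read by luciferase luminescence.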
Coupling enz = qHTS Assay for Inhibitors of Fructose-1,6-bisphosphate Aldolase from Giardia Lamblia: Coupling assay counterscreen; actives 0.67% (n = 290,000); activity change, negative = inhibition, % at 58.2 µM, hits read low; AID 2472, 2010; coupling enzyme system counterscreen, AmpLite Red fluorescence; in the data active = activity change below about -30%; also: % is scaled to controls: 0 for no effect and ±100 for the full control effect
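First, compound is pin-transferred into glyceraldehyde-3-phosphate coupling-enzyme reagent at 57.5 uM final and held 10 min at RT. Next, substrate, coupling system and AmpLite Red are added. After 20 min RT, fluorescence (525/598 nm) is read.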
B2AR arrestin = qHTS assay of beta-arrestin-biased ligands of beta2-adrenergic receptor. Beta-2 adrenergic receptor (Homo sapiens), P07550. beta-arrestin recruitment to beta2AR, cell-based reporter. Potency, µM (doses to about 46.1 µM), without a hit: at the highest dose activation, actives largely listed as activators. actives 0.02% (n = 330,000). AID 492947, 2010;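 also: potency is read from the fitted curve at half-maximal effect; 0% = DMSO controls and full agonism = EC100 isoproterenol or metaproterenol; nearly all actives have a fitted effect of over 65% in size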
TSG101-PTAP inh = qHTS Assay for Iinhibitors of HIV-1 Budding by Blocking the Interaction of PTAP/TSG101; Fluorescence polarization, FITC-PTAP peptide / Tsg101 binding; Potency, µM (top dose mostly 115 µM), inactives show at the top dose activity change, negative = inhibition, usual class: inhibitors; Tumor susceptibility gene 101 protein (Homo sapiens), Q99816; 340,000 tested, under 10 active; active = well fitted inhibition curve with a large enough effect in the main read-out, with a control signal flat, not every such curve was filed as active; inconclusive = small, poorly fitted or top-dose-only effect, or effect the other way, or a change in a side signal; inactive = no such curve, though single readings can be large or run the other way; also: potency is read from the fitted curve at half-maximal effect; % of control where 0% means no effect
Target sequence (Q99816 whole entry, looked up): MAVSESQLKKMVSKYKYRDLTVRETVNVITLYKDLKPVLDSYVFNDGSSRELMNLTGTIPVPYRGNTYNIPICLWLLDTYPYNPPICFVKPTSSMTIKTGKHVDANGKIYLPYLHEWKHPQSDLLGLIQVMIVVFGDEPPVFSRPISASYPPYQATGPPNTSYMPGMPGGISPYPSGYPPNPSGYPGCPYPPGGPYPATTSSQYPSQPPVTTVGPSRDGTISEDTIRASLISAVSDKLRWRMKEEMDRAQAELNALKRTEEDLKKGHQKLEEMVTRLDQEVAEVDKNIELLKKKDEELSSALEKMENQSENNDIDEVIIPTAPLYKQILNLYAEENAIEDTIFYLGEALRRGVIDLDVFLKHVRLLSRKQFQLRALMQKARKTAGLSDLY
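Tsg101 binding domain (10 uM final) was mixed with compound and a FITC-labeled PTAP peptide (50 nM final) in HEPES pH 7.5 buffer with NaCl, Tween 20, EDTA and TCEP; fluorescence polarization was read after 20 min at r.t.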
* = called active by the depositor; ? = inconclusive; . = not tested or not shown; & = joins results of further samples; [ ] = another dose, or the depositor's remark. Unless noted, calls follow the shape of the dose curve; as a rule, active = well fitted curve in the direction sought with a large enough effect; inconclusive = small, poorly fitted or top-dose-only effect, or another doubt; inactive = no such curve, though single readings can be large; an effect the other way counts as inactive or inconclusive. Not all compounds are listed; count on the stated rates, not on these rows.

SMILES | a7 integrin act | PKM2 activator | Menin MLL FP TR | BCR signal inh | ASM inhibitor | Giardia kill | GALK inhibitor | Tb PFK block | Coupling enz | B2AR arrestin | TSG101-PTAP inh
Cc1ccc(N=C2NC(=O)/C(=C\c3cccs3)S2)cc1C | 1.4% | -23.3% | -25.9% | -0.6% | ? | -4.0 | -3.0% | 5.4% | 0.6 | -0.3% | -1.8%
N#Cc1nc(N2CCCCC2)nc(N2CCOCC2)n1 | -52.3%[inhibitor] | -1.0% | 2.4% | ? | -1.1% | -10.4&6.5 | 0.6% | 8.7% | 7.3 | -0.2% | -10.8%
O=C(COC(=O)Cc1ccc(S(=O)(=O)N2CCOCC2)s1)Nc1ccc(OC(F)F)cc1 | 9.7% | . | . | ? | -0.7% | 8.3 | . | 2.0% | . | -0.2% | -5.2%
COc1cccc(NC(=O)NC(C)C2CC3CCC2C3)c1 (stereo not given) | -8.5% | -4.3% | 21.9% | -0.3% | -3.8% | -15.2 | -4.0% | 2.6% | -1.3 | -0.1% | 0.1%
Cc1cc(C)c(NS(=O)(=O)c2cccc3cccnc23)c(C)c1 | -32.4% | 5.4% | -2.6% | -2.1% | -3.2% | -17.5 | 0.5% | 7.4% | -19.5 | -0.1% | -0.9%
CCSCc1nnc(SCC(=O)c2ccc(OC)cc2)n1C | 1.2% | 6.0% | 4.5% | -1.6% | -1.9% | 2.2 | 6.0% | 1.6% | 2.7 | 0.1% | -0.7%
COc1ccc([C@@H]2[C@@H]3C(=O)N(C(C)(C)C)C(=O)[C@@H]3[C@]3(C)C(=O)N(c4cccc(Cl)c4)C(=O)N23)cc1 | 14.7% | . | . | -16.5% | 2.2% | -23.5 | . | -4.0% | . | -0.2% | -4.1%
COc1cccc(N=Cc2c(O)n(-c3cccc(C)n3)c(=O)c3ccccc23)c1 | -20.0%[7.66 µM] | 4.4% | 0.6% | ? | -13.6% | 10.3 | 3.2% | 4.2% | -5.6 | -1.0% | -2.0%
O=C(CN1C(=O)NC(Cc2c[nH]c3ccccc23)C1=O)Nc1ccc(F)c(F)c1F (stereo not given) | -21.3% | . | . | 7.0% | -1.6% | 3.9 | . | -5.1% | . | -0.2% | 1.5%
CN1CCN(C(=S)Nc2cccc(S(=O)(=O)N(C)C)c2)CC1 | 4.3% | -2.4% | -0.2% | -2.4% | -2.5% | 8.1 | -0.8% | -4.7% | -2.3 | 0.0% | -5.6%
Cc1cc(Cl)c(Cl)cc1S(=O)(=O)NCCCn1ccnc1 | ? | 3.9% | 3.1% | 0.7% | 0.7% | 27.1 | -4.1% | 5.1% | 2.1 | -0.3% | -5.2%
CN(C)c1ccc(C(=O)Nc2ccc(S(=O)(=O)Nc3nccs3)cc2)cc1 | -9.8% | -6.9% | . | -2.2% | -2.6% | -3.6 | -1.3% | 2.6% | . | -0.4% | -3.0%
COc1ccc(CNC(=O)Cn2nc([N+](=O)[O-])cc2C)cc1 | -16.1% | . | 1.1% | ? | 1.3% | 12.3 | . | 3.6% | -0.8 | 0.3% | -5.2%
Cc1c(NC(=O)C2C3C=CC(C3)C2C(=O)O)c(=O)n(-c2ccccc2)n1C (stereo not given) | 8.5% | 3.2% | -0.2% | -0.4% | 6.0% | 13.8 | -0.3% | ? | 3.7 | -0.3% | -2.9%
Cc1cc(N2C(=O)C(O)=C(C(=O)c3cc4ccccc4o3)C2c2ccc([N+](=O)[O-])cc2)no1 (stereo not given) | 8.1% | . | . | 6.0% | 6.3% | -10.6 | 3.7% | -6.6% | . | -0.2% | -14.5%
CCCN(Cc1cc2cc(OC)ccc2[nH]c1=O)C(=O)c1ccco1 | 5.4% | 22.8% | . | -15.1% | 71.0%[activator] | 21.6 | -0.3% | 0.0% | 1.2 | -0.9% | -8.0%
Cn1c(=O)c2ccccc2n(CC(=O)NCCC2=CCCCC2)c1=O | 19.1% | -3.9% | 0.3% | -0.6% | -0.9% | -14.8 | 7.9% | 0.9% | -2.1 | -0.7% | -2.9%
CC(=O)Nc1nc2ccc(-c3nc4ccccc4o3)cc2s1 | 0.0% | 11.8% | 1.7% | 14.6µM* | 169.8%[activator] | 9.1 | -1.6% | 9.5% | 3.1 | -0.2% | -2.8%
CCN(CC(=O)Nc1ccccc1OC)C(=O)CN1C(=O)NC(C)(c2ccc(C)cc2)C1=O (stereo not given) | 3.4% | . | . | ? | 4.2% | 6.7 | . | 4.0% | . | 4.2% | -3.8%
CCOc1ccc(Oc2ccccc2NC(=O)CSCC(=O)Nc2cc(C)on2)cc1 | -46.1%[inhibitor] | . | . | -14.2% | -2.1% | 16.8 | . | -2.4% | . | 0.2% | 3.0%
O=C(Cc1ccccc1)Nc1ccccc1C(=O)N1CCN(c2ccccc2)CC1 | 8.0% | 4.4% | -17.7% | 2.8% | -1.1% | -13.4 | -6.1% | -1.4% | 1.2 | 0.6% | 1.6%
Fc1ccc(F)c(C2=NNC(=Nc3ccccc3F)SC2)c1 | -67.1%[inhibitor] | -6.4% | ? | ? | -1.6% | 7.2 | 2.1% | -0.3% | 0.8 | 0.0% | -1.6%
Cc1c(OCC(=O)NCC2CCC(C(=O)O)CC2)ccc2c(-c3ccccc3)cc(=O)oc12 (stereo not given) | -38.2% | 4.9% | -1.3% | ? | 2.4% | 13.4 | . | 1.7% | 5.3 | -0.6% | 0.3%
CCCNC(=O)C1CCN(S(=O)(=O)c2cccs2)CC1 | -10.1% | 5.5% | 4.6% | 10.8% | 4.1% | -10.1 | -3.9% | 0.3% | 2.4 | 0.3% | -0.4%
Cc1nc2c(C(=O)NCCC(C)C)c[nH]n2c(=O)c1Cl | -25.6% | 5.8% | ? | 2.4% | 11.9% | -6.0 | . | -1.1% | 0.0 | 3.3% | -3.5%
CCCCC(=O)Nc1ccc(NC(=O)C2CC2)nc1 | -24.4% | -15.1% | 7.6% | 11.7% | 4.1% | 1.0 | -2.7% | -1.4% | -2.1 | -0.2% | -2.4%
Cc1ccc(-n2c(-c3cc(C)n(C)n3)n[nH]c2=S)cc1 | -27.5% | 16.0% | 24.8% | 7.2% | -0.5% | 11.1 | -0.7% | 0.4% | 2.7 | 0.1% | -5.9%
COc1ccccc1CN1CCC(n2nccc2NC(=O)CCc2ccccc2)CC1 | -23.4% | . | . | -8.8% | 2.0% | -5.2 | -2.6% | 1.8% | . | -0.4% | -3.7%
CCC(=O)Nc1cc2nn(-c3ccccc3)nc2cc1Cl | 16.7% | -1.4% | -3.6% | ? | 0.1% | -24.7 | 2.8% | -2.3% | 3.6 | -0.4% | -6.2%
O=C(c1ccco1)N1CCN(c2ccnc3cc(Cl)ccc23)CC1 | -14.1% | -6.0% | -18.7% | -0.5% | -0.1% | -29.5 | 3.9% | 2.8% | 1.2 | -0.2% | -1.7%
Cc1cc(C)n(Cc2ccc(F)cc2)c(=O)c1C#N | -13.6% | -15.1% | 2.5% | -6.0% | -0.2% | -1.9 | -1.7% | 1.8% | 7.0 | -0.8% | -2.6%
CC(C)c1ccc(-n2nnnc2SCC(=O)NC2CC2)cc1 | -23.2% | . | . | -2.3% | 2.8% | 11.4 | . | -8.4% | . | 5.4% | -0.5%
CCOc1ccc(NC(=O)CC2Nc3ccccc3NC2=O)cc1 (stereo not given) | 15.8% | -1.6% | 10.1% | ? | -1.3% | -25.5 | -0.9% | -6.3% | 4.0 | 0.2% | -5.1%
COc1ccc(/C=C/C(=O)O)cc1S(=O)(=O)N1CCCCC1 | 10.6% | 0.9% | -9.1% | ? | 6.5% | 32.2[activator] | 7.0% | -3.8% | 11.7 | -0.1% | -4.2%
Clc1ccc(-c2cn(-c3ccccc3)c3[n+]2CCS3)cc1 | -58.9%[inhibitor] | -18.3% | 6.2% | 1.1% | -2.8% | -13.2 | 0.2% | -4.6% | 1.4 | 0.0% | 0.7%

Bioassay records deposited in PubChem BioAssay by National Center for Advancing Translational Sciences (NCATS).
